KLF5 inhibitor = inhibitors of KLF5 expression; DLD-1 KLF5 promoter-luciferase reporter, luminescence; inhibition, % at 5 µM; 290,000 tested, 0.23% active; AID 1700;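 active = inhibition above a per-plate limit of that plate's mean compound inhibition plus 3 SD, cut at about 60% in these data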;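 also: 0% = DMSO wells and 100% = LY294002 at 200 µM; higher means less KLF5 promoter-driven luciferase light; inactives centre near -14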
aSyn 5UTR inh = MLPCN primary screen, SNCA 5' untranslated region | 300,000 tested, 0.82% active | inhibition, % (tested at 7.5 µM) | alpha-synuclein 5'UTR reporter, inhibitor activity | AID 1813; in the data active = inhibition above about 60%;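 also: H4 neuroglioblastoma cells stably carrying SNCA 5'UTR luciferase fusion; 0% = DMSO wells and 100% = positive control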
HSP90 inh = HSP90 refolding inhibition in rabbit reticulocyte lysate; luciferase refolding luminescence, 3 h; inhibition, % at 5.6 µM; 290,000 tested, 0.91% active; AID 1789;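 active = inhibition above the screen-wide mean plus 3 SD, computed separately per campaign, cut at about 16% in these data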;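 also: 0% = DMSO wells and 100% = 60 µM geldanamycin wells; inhibitors lower the luminescence because luciferase stays unfolded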
IEC-6 tox = kills IEC-6 intestinal cells in KLF5 counter-screen; IEC-6 cytotoxicity, luminescence viability; inhibition, % at 5 µM; 290,000 tested, 0.78% active; AID 1825; in the data active = inhibition above about 22%;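 also: 0% = plate median of test compound wells and 100% = cytotoxic reference compound wells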
HIF act = HIF pathway transcriptional activation. AID 1910. 300,000 tested, 0.32% active. U2OS HRE-luciferase reporter, luminescence; normalized: DMSO 0%, desferrioxamine 100%. activation, % at 7.5 µM (by protocol);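 active = mean activation of at least 10% of the iron chelator positive control signal, with at least half of replicates also reaching 10%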
SKKanGAS inh = inhibitors of SKKanGAS S. pyogenes growth in kanamycin (SK-promoter or general growth effect); BacTiter-Glo, 6 h; 300,000 tested, 1.3% active; inhibition, % at 7.5 µM;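 active = mean replicate score, as percent of positive control median, at least 50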;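 also: strain carries kanamycin resistance gene driven by streptokinase promoter and grows in 40 µg/ml kanamycin; loss of luminescence reflects streptokinase promoter inhibition or plain growth inhibition; 0% = median of DMSO wells and 100% = positive control at its reference dose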
HSF-1 act = increases HSF-1 driven luciferase reporter signal | activation, % at 9 µM | AID 504408 | 300,000 tested, 1.7% active | NIH3T3-HGL HSF-1 luciferase reporter, MG132, 8 h; 100% = twice DMSO control signal;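 active = mean replicate activation of at least 50% with a set share of replicates each reaching 50%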;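 also: 0% = median of the neutral control wells and 100% = twice that signal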
Platelet DG rel = platelet dense granule release activity | human platelet-rich plasma, SFLLRN dense granule ATP release, luminescence | inhibition, %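 (compounds screened at 7.5 µM in platelet-rich plasma)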 | 300,000 tested, 0.22% active | AID 1663;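 active = mean replicate score, as percent of positive control, at or above 50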
HSF1 inh = HSF1 inhibition | NIH3T3-HGL HSE-luciferase, MG132-induced, luminescence 8 h; stronger effect = lower value | activity change, negative = inhibition, % at 7.5 µM (by protocol) | 300,000 tested, 0.77% active;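 active = more than half of replicate wells show activity change below -50%, luminescence cut by over half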;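 also: luciferase reports HSF-1 transcriptional activity via heat shock element; 0% = median of DMSO wells and -100% = zero luminescence signal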
AI-2 QS modul = modulates the Vibrio harveyi AI-2 quorum sensing system; activity change, % at 7.5 µM; Vibrio harveyi JMH597 AI-2 luminescence/OD600 ratio, 9 h; stronger effect = lower value; strain lacks LuxN and CqsS sensors; 0 = neutral-control median; 300,000 tested, 0.4% active; in the data active = activity change below about -75%, passing the limit was not always enough;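 also: luminescence divided by OD600 gain over 9 h not by final OD600 alone; inactives centre near 13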
* hit, by the source's call; / = no result given.

SMILES | KLF5 inhibitor | aSyn 5UTR inh | HSP90 inh | IEC-6 tox | HIF act | SKKanGAS inh | HSF-1 act | Platelet DG rel | HSF1 inh | AI-2 QS modul
COc1ccc(N2CCN(C(=O)CCCn3c(=O)c4cccn4c4cccnc43)CC2)cc1 | 3 | 5 | 4 | 4 | 0.3 | -1 | 11 | -7 | 9 | 26
CCOc1cc(C(=O)Nc2cccc(C(C)=O)c2)ccc1OCC(=O)N1CCCCC1 | -27 | 1 | 2 | 3 | -0.3 | -2 | 21 | 7 | 3 | 15
Cc1ccc2oc(=O)cc(/C=C/c3ccccc3)c2c1 | 1 | 22 | 0 | 6 | 0.3 | -4 | 15 | 18 | 6 | 2
CCCCn1c(N)c(N(CCOC)C(=O)c2ccc(S(=O)(=O)N3CCCCCC3)cc2)c(=O)[nH]c1=O | / | -6 | / | / | -0.2 | 6 | -6 | -2 | -4 | 9
CCn1c(=O)c([N+](=O)[O-])c(NCCc2ccccc2)c2ccccc21 | -12 | 11 | -1 | -7 | -1.3 | 9 | 9 | 1 | 3 | -5
CS(=O)(=O)c1ccc(Cl)c(NC(=O)COC(=O)COc2ccc3c(c2)CCC3)c1 | / | -21 | / | / | -0.6 | -1 | -11 | 3 | -4 | 13
CC1CCN(c2oc(-c3cccc4ccccc34)nc2C#N)CC1 | -11 | -142 | 0 | -4 | 0.7 | -5 | 29 | -9 | 3 | 8
Cc1nc2ccc(NC(=O)N3CCCCC3)cc2nc1C | -21 | -22 | 3 | 11 | 0.6 | -2 | 34 | -55 | 13 | 7
CCC(C)[C@H](NC(=O)C1CCN(C(=O)[C@H](Cc2ccccc2)NS(=O)(=O)c2ccc(C)cc2)CC1)C(=O)O (stereo partly specified) | -19 | 4 | 3 | 1 | 0.7 | 0 | -14 | 5 | 0 | -1
O=C(NC(=O)c1ccccc1N1CCCCC1)Nc1ccc(Br)cc1 | -14 | -6 | 4 | -2 | 0.1 | -12 | 6 | -8 | -2 | 26
Cc1ccc(S(=O)(=O)Cc2ccc(C(=O)NCc3ccc4c(c3)OCO4)o2)cc1 | -1 | -15 | 1 | -1 | -0.7 | -7 | 14 | -3 | 1 | 2
Cc1ccc(-c2c[n+](CC(=O)Nc3nc(-c4ccc(F)cc4)cs3)c3n2CCC3)cc1 | 4 | 1 | 26* | 9 | 0.0 | 6 | -5 | 3 | 1 | 26
O=C(NC1c2ccccc2-c2ccccc21)c1ccco1 | -9 | -3 | -2 | 1 | 1.0 | 14 | -24 | 1 | -5 | /
COc1ccc(N2CCN(C(=O)CNC(=O)Cc3ccc(Cl)cc3)CC2)cc1 | 14 | -42 | 2 | 17 | 2.6 | -3 | -13 | -8 | -4 | 20
COc1ccc(-c2coc3cc4oc(=O)c(CC(=O)O)c(C)c4cc23)cc1 | -6 | 4 | 2 | -1 | -2.0 | 4 | 71* | 1 | 21 | 4
CCOC(=O)c1[nH]c(C)c(C(=O)NCc2ccc(OC)cc2)c1C | -47 | 14 | -1 | 0 | -0.1 | -12 | 0 | 20 | -3 | 12
Cc1ccccc1CS(=O)(=O)Cc1ccc(C(=O)NCCc2ccccc2)o1 | -16 | 2 | -5 | -3 | 0.0 | -5 | 12 | -9 | 0 | 10
CCOC(=O)c1ccccc1NS(=O)(=O)c1c(C)nc2sccn2c1=O | -9 | 24 | -2 | -6 | 0.0 | -2 | 9 | 10 | 12 | -29
COc1ccc(CSCC(=O)Nc2ccccc2)cc1[N+](=O)[O-] | -44 | 21 | -3 | -5 | -3.9 | -3 | -15 | 9 | 7 | 23
Cc1c(C=O)c2ccccn2c1C(=O)c1ccccc1 | -21 | 39 | 0 | 3 | 0.0 | -6 | -10 | -7 | -16 | 12
CCC1CCCCN1C(=S)NC(=O)c1cccc([N+](=O)[O-])c1 (stereo unspecified) | -11 | -2 | -2 | 10 | -0.6 | 53* | -1 | 16 | -6 | -2
Cc1ccc(-c2nnc(SCC(=O)N(C)C)nc2-c2ccc(C)cc2)cc1 | -18 | -12 | 0 | -8 | -0.6 | -2 | 5 | -2 | 3 | 24
COc1ccc(/C=C(/NC(=O)c2ccccc2)C(=O)N2CCCCC2)cc1OC | -7 | -6 | -2 | 0 | -0.2 | -5 | -10 | 6 | 1 | -11
O=C(NC(=S)Nc1ccc(N2CCCCC2)cc1)c1cccs1 | -114 | -104 | 7 | 0 | 3.3 | 5 | 22 | -5 | -1 | -11
Cc1ccc(-c2cc(C(=O)O)n[nH]2)s1 | -11 | -20 | 2 | -2 | 0.0 | -9 | -13 | -7 | -3 | 4
O=C(N/N=C/c1ccc(O)cc1)c1ccc(COc2cc(Cl)ccc2Cl)o1 | 20 | -33 | -2 | 2 | 0.2 | -16 | -5 | 28 | -3 | 25
COC(=O)CSc1nnc([C@H](CC(C)C)NC(=O)OC(C)(C)C)o1 | 7 | 25 | -1 | -4 | -0.4 | 8 | 4 | -5 | -4 | 9
Cc1cc(NC(=O)CCCSc2nc(-c3ccco3)cc(C(F)(F)F)n2)no1 | -35 | -6 | -6 | -6 | -0.4 | 1 | -47 | 4 | -31 | 54
Cc1ccc(C(=O)N2CCCC(N3CCN(c4cccc(C(F)(F)F)c4)CC3)C2)s1 (stereo unspecified) | -2 | 26 | -4 | -3 | 0.5 | -4 | 18 | -1 | 6 | 26
O=C(O)CSc1cccc[n+]1[O-] | -23 | 14 | -1 | -5 | 0.2 | 5 | 10 | 0 | 0 | 7
Cc1cccc(-n2c(CNC(=O)c3ccc(S(=O)(=O)N(C)C)cc3)nnc2SCC(=O)Nc2ccc(F)cc2)c1 | -11 | 25 | -3 | 0 | -2.5 | 4 | 1 | 7 | -4 | 11
Cc1ccc(N2C(=S)SC3CS(=O)(=O)CC32)cc1 (stereo unspecified) | -10 | -1 | -2 | -2 | -0.1 | 5 | / | -2 | / | 24
C=CS(=O)c1sc(Cl)c(N2CCOCC2)c1[N+](=O)[O-] (stereo unspecified) | 6 | -27 | 0 | -4 | 0.3 | 13 | 103* | 1 | 93 | -83*
Cc1cc(C)c(C#N)c(SCC(=O)CC(=O)OC(C)C)n1 | 0 | 9 | 1 | 1 | -0.5 | 7 | 5 | -4 | 7 | 20
COC(=O)c1ccc(OCCCCN(C)Cc2ccccc2)cc1 | -40 | -10 | -6 | -3 | 2.4 | 2 | -1 | 2 | -7 | 16
Cc1ccc(SCCC(=O)NC(C(C)C)C(C)C)cc1 | 13 | 15 | 5 | 6 | 0.0 | / | -8 | -1 | 6 | 16
Cc1ccc(-c2csc(NC(=O)C3CC(=O)N(Cc4ccco4)C3)n2)cc1 (stereo unspecified) | 12 | 13 | 1 | 3 | 0.0 | 7 | 1 | 8 | -1 | 10
CCN(CC)CCn1c2c(c(SCC(=O)Nc3ccc(C(C)C)cc3)nc1=O)CCC2 | / | -27 | / | / | 1.3 | -2 | 8 | -1 | -3 | 6
CCOC(=O)N1CCN(C(=O)c2cn(C)c3ccc(S(=O)(=O)N4CCC(C)CC4)cc3c2=O)CC1 | -12 | 0 | 4 | 2 | 1.7 | -3 | -4 | 2 | -3 | 2
Clc1cnc(N/N=C/c2cccs2)c(Cl)c1 | -100 | -193 | 2 | 2 | 2.5 | -2 | 48 | 0 | 22 | 30
CC1C2C(C)N(C)C(=O)N(C)C2N(C)C(=O)N1C (stereo unspecified) | -34 | -11 | 2 | 0 | -0.3 | 5 | 4 | 6 | 2 | 11
CCCC(C(=O)c1ccccc1)n1cncn1 (stereo unspecified) | 15 | 11 | 2 | -2 | 0.7 | -2 | -9 | 0 | -7 | 16
CC1CCN(C(=O)CCc2nnc3ccc(NCc4ccco4)nn23)CC1 | -30 | -45 | -2 | -2 | -0.2 | 9 | 3 | -2 | -1 | 19
CCOc1ccc(C2Sc3ccccc3NC3=C2C(=O)OC3)cc1 (stereo unspecified) | 3 | -78 | 1 | -2 | 2.0 | -1 | -25 | -2 | -18 | 4
Cc1cc(C(=O)Nc2cccnc2)on1 | -3 | 22 | -4 | -8 | -0.1 | -2 | 11 | -16 | 7 | 16
CCOC(=O)C(C(C)=O)C(c1ccc(OC)cc1)C(C(C)=O)C(=O)OCC (stereo unspecified) | -4 | 3 | -1 | 1 | 0.1 | 0 | -16 | 5 | 0 | 24
O=C(NCCc1csc(-c2cccnc2)n1)c1ccc(Br)o1 | -29 | 19 | -1 | 3 | 0.2 | -2 | -7 | -3 | -1 | 22
COc1ccc(NC(=O)C2CCCN(S(=O)(=O)c3ccc(C)cc3)C2)cc1OC (stereo unspecified) | -17 | 3 | -1 | 4 | -0.4 | -7 | 7 | 1 | 2 | 10
Cc1nnc(SCC(=O)Nc2nonc2C)s1 | 17 | 11 | 3 | 4 | -0.2 | -2 | -11 | -2 | 1 | 22
Cc1ccn2c(=O)nc(SCC(=O)N3CCC(C)CC3)nc2c1 | / | 12 | / | / | 0.0 | -4 | -5 | 17 | -12 | 27
Cc1ccc(C(=O)NC(NC(=O)c2ccc(C)cc2)c2cccc([N+](=O)[O-])c2)cc1 | -46 | 42 | 3 | 3 | -0.6 | 4 | 17 | -2 | 7 | 16
O=C(O)CCCn1cc(NC(=O)COc2ccccc2)cn1 | -28 | -32 | -4 | -1 | -0.2 | -1 | -6 | 2 | -8 | 5
CCCn1c(=O)c(C(=O)NC(C)c2ccccc2)c(O)c2ccccc21 (stereo unspecified) | -6 | -12 | -1 | 4 | 0.3 | -3 | -6 | 13 | -4 | 28
CC1=NNC(=O)C1CCC(=O)N/N=C(\C)c1ccc(Cl)cc1 (stereo unspecified) | -16 | 3 | -1 | -9 | -0.3 | -10 | -4 | 0 | -1 | 12
CCCOC(=O)c1ccc(NC(=O)c2nc3nc(C)cc(C)n3n2)cc1 | -27 | -10 | -5 | 2 | -0.1 | 28 | 1 | -1 | -2 | 27
CC(C)(C)OC(=O)[C@H](Cc1ccccc1)NC(=O)c1nc[nH]c1C(=O)NCc1ccccc1 | -11 | 3 | 5 | -2 | -1.2 | 25 | -3 | 3 | 0 | 26
CCc1ccc(CN2CCSCC2)cc1 | -21 | 14 | -4 | -4 | -11 | 5 | -2 | 6 | -1 | 4
Cc1ccc(-n2nnnc2Sc2nc([N+](=O)[O-])nn2C)c(C)c1 | -6 | -47 | 3 | 12 | -0.3 | 2 | 2 | 7 | -5 | 34
COCCCNC(=O)c1ccc2c(c1)ncn2-c1ccc(C)cc1C | 9 | -11 | 6 | 6 | 0.8 | 1 | 7 | 3 | -3 | 20
COC(=O)c1ccc(CNC(=O)CCc2c[nH]c3ccccc23)cc1 | -6 | -9 | -5 | -11 | -0.7 | -7 | -41 | -2 | -27 | 12
Cc1cc([N+](=O)[O-])nn1CCCC(=O)Nc1sc2c(c1C(N)=O)CCCC2 | -14 | -17 | -2 | 5 | 0.3 | -1 | -11 | -7 | 0 | 3
CCCCCC(=O)Nc1cc(S(=O)(=O)N2CCOCC2)ccc1N1CCN(C)CC1 | -6 | 6 | 2 | 6 | -0.4 | 0 | -8 | 6 | -3 | 14

Screens as filed in PubChem BioAssay.
